LMNA splice mod – modulators of lamin A splicing; AID 1487; actives 0.01% (n = 200,000); Potency, µM (series often up to 46.1 µM), for inactives: at the top dose ratio change, negative = inhibition, usual class: inhibitors; HeLa LMNA splicing GFP/RFP minigene ratio, 48 h; active = well fitted inhibition curve with a large enough effect in the signal ratio, with a control signal flat, not every such curve was filed as active; inconclusive = small, poorly fitted or top-dose-only effect, or effect the other way, or a change in a side signal; the % refers to the signal ratio
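S3 HeLa cells stably expressing lamin A-EGFP splicing minigene plus DsRed2, 600 cells/well, 48 h compound exposure at 37C. Laser-scanning cytometry; analysed as GFP (500-530 nm)/RFP (575-640 nm) total intensity ratio; 0.5% DMSO vehicle.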
* = called active by the depositor; u = inconclusive; [ ] = dose if it differs, or a comment. % is set by controls: 0 for no effect and ±100 for the full control effect; potency is the fitted concentration of half-maximal effect. An excerpt, so the mix of outcomes need not match the whole.

SMILES	LMNA splice mod
CCc1ccc(NC(=O)CSC2=Nc3ccccc3C3=NC(CCC(=O)NCc4ccccc4OC)C(=O)N23)cc1 (stereo not given)	-22.7%[46 µM]
O=C(CSc1nccn1Cc1ccc2c(c1)OCO2)Nc1ccccc1F	-6.9%[46 µM]
Cc1cccc(NCc2nnc3n2CCCCC3)c1C	u
CCC(C)NC(=O)c1c(C)oc2ncn(CC(C)C)c(=O)c12 (stereo not given)	22.7%[46 µM]
CN(C)c1ccc(Nc2ncnc3c2c(-c2ccccc2)cn3-c2cccc(Cl)c2)cc1	-5.6%[46 µM]
Fc1ccc(-c2nn(-c3ccc(Cl)cc3)c3c2cnc2ccc(F)cc23)cc1	u
CC(C)Oc1ccc(CNC(=O)c2ccc3nc(Cc4ccccc4)oc3c2)cc1	u
Cc1ccc(NC(=O)Cn2nc(C)c3nn(-c4ccc(Cl)cc4)c(C)c3c2=O)cc1C	u
Cc1c(C(=O)N(C)C)sc2c1c(=O)n(-c1ccc(Cl)c(Cl)c1)c(=O)n2CC(=O)C(C)(C)C	16.9%[46 µM]
Cc1nnc(NC(=O)CSc2nccn2Cc2ccc(Cl)cc2)s1	-4.7%[46 µM]
O=C(C1CCC(CNS(=O)(=O)c2cccs2)CC1)N1CCN(c2ccc(Cl)cc2)CC1 (stereo not given)	-3.2%[46 µM]
COc1ccc(-c2cc3c(=O)n(CC(=O)Nc4ccccc4C(F)(F)F)ccn3n2)cc1OC	-3.2%[46 µM]

Next part; the last 7 above are carried over.
SMILES	LMNA splice mod
Fc1ccc(-c2nn(-c3ccc(Cl)cc3)c3c2cnc2ccc(F)cc23)cc1	u
CC(C)Oc1ccc(CNC(=O)c2ccc3nc(Cc4ccccc4)oc3c2)cc1	u
Cc1ccc(NC(=O)Cn2nc(C)c3nn(-c4ccc(Cl)cc4)c(C)c3c2=O)cc1C	u
Cc1c(C(=O)N(C)C)sc2c1c(=O)n(-c1ccc(Cl)c(Cl)c1)c(=O)n2CC(=O)C(C)(C)C	16.9%[46 µM]
Cc1nnc(NC(=O)CSc2nccn2Cc2ccc(Cl)cc2)s1	-4.7%[46 µM]
O=C(C1CCC(CNS(=O)(=O)c2cccs2)CC1)N1CCN(c2ccc(Cl)cc2)CC1 (stereo not given)	-3.2%[46 µM]
COc1ccc(-c2cc3c(=O)n(CC(=O)Nc4ccccc4C(F)(F)F)ccn3n2)cc1OC	-3.2%[46 µM]
COc1cccc(NC(=O)Nc2ccc3nc(N4CCN(C)CC4)cc(C)c3c2)c1	u
CC(=O)c1ccc(NC(=O)CSc2nccn2Cc2ccc3c(c2)OCO3)cc1	0.0%[46 µM]
Cc1cccc(-c2noc(CSc3nc(-c4ccc(F)cc4)cc(=O)[nH]3)n2)c1	5.2%[46 µM]
COc1ccc(OC)c2sc(N3CCN(C(=O)c4ccco4)CC3)nc12	-6.6%[46 µM]
COc1ccc(Br)cc1CNC(=O)c1cc(=O)[nH]c2ccc(S(=O)(=O)N3CCCC3)cc12	u
COc1ccc(NC(=O)CSc2nc3nc(C)c(Cc4ccccc4Cl)c(C)n3n2)cc1OC	-4.7%[46 µM]
O=C(NCCc1ccc(F)cc1)C(=O)NCC(c1cccs1)S(=O)(=O)c1cccs1 (stereo not given)	u
CCOc1ccc(C(=O)OCc2cc(=O)n3nc(C4CCCCC4)sc3n2)cc1	u
O=C(Nc1ccc(F)cc1F)c1cc2nc(-c3ccco3)cc(C(F)(F)Cl)n2n1	u
COC(=O)c1ccc2c(=O)n(CCCCCC(=O)NCc3ccc(OC)cc3)c(=O)[nH]c2c1	10.0%[46 µM]
COc1ccc(CCNC(=O)c2cc(=O)[nH]c3ccc(S(=O)(=O)N4CCCCC4C)cc23)cc1OC (stereo not given)	u
COc1ccc(C)cc1S(=O)(=O)NCC(c1cccs1)S(=O)(=O)c1ccc(C)cc1 (stereo not given)	-10.4%[46 µM]
Cc1cccc(Cn2cc(C(=O)Nc3cc(F)ccc3F)ccc2=O)c1	8.0%[46 µM]
O=C(O)c1ccc2c(c1)N(Cc1ccc(F)cc1)C(=O)c1ccccc1S2=O (stereo not given)	6.1%[46 µM]
COc1ccc(CCNC(=O)c2ccc3c(c2)ncn3-c2ccc(C(C)C)cc2)cc1OC	u
CCn1nc(C)c(CCN(C)C(=O)Nc2cc(C)cc(C)c2)c1C	16.1%[46 µM]
O=C(NCc1ccccc1)C(=O)Nc1c2c(nn1-c1ccc(F)cc1)CSC2	-4.9%[46 µM]
Nc1cccc(-c2cn3ccsc3n2)c1	u
Cc1ccc(Cl)cc1N1CCN(C(=O)CCNS(=O)(=O)c2ccc3c(c2)CCN3C(=O)C2CC2)CC1	-8.7%[46 µM]
COC(=O)C(CCSC)NC(=O)c1c(C)oc2ncn(CC(C)C)c(=O)c12 (stereo not given)	9.0%[46 µM]
CCc1cccc(NC(=O)CCn2nc(C)cc2C)c1	-5.4%[46 µM]
Cn1c(=O)c2c(c3ccccc31)OC(=O)CC2c1cccc(Cl)c1 (stereo not given)	-7.0%[46 µM]
COc1ccc(C2=NN(CCC(=O)NCCc3ccccc3)C(=O)CC2)cc1	8.2%[46 µM]
CCOC(=O)c1cccc(NC(=O)Cn2nc3c(cc2=O)CCCC3)c1	u
CC(=O)N1CCc2cc(CNS(=O)(=O)c3ccc(F)cc3)ccc21	u
O=C(CCSCc1cccc(F)c1)NCc1ccccc1	30.8%[46 µM]
CSCCC(NS(=O)(=O)c1ccc2c(c1)oc(=O)n2C)C(=O)N1CCN(c2cc(Cl)ccc2C)CC1 (stereo not given)	-4.1%[46 µM]
CCOc1ccc(C(=O)NCC(c2ccc3c(c2)OCO3)N2CCOCC2)cc1 (stereo not given)	-6.3%[46 µM]
O=C(Nc1cc(Cl)cc(Cl)c1)c1ccc(F)c(S(=O)(=O)N2CCCC2)c1	-15.3%[46 µM]
COc1cccc(CNC(=O)CSc2nc3ccccc3nc2Cc2ccc(C)cc2)c1OC	-2.9%[46 µM]
CCOc1ccc(-c2nnc(SCC(=O)NCCc3ccccc3)nc2-c2ccc(OCC)c(OC)c2)cc1OC	27.2%[46 µM]
CCOC(=O)c1ccc(N2CCN(c3cc(Cl)ccc3C)CC2)c(NC(=O)Nc2cccc(OC)c2)c1	-8.5%[46 µM]
Cc1cc(C)c(NC(=O)Cn2nc(-c3ccncc3)ccc2=O)c(C)c1	-3.1%[46 µM]
CSC1=NC2(CCN(C(=O)NC3CCCCC3)CC2)N=C1c1ccc(C)cc1	12.4%[46 µM]
CC(=O)N1CCc2c(sc3c2c(=O)n(-c2ccccc2)c(=O)n3CC(=O)Nc2cc(C)cc(C)c2)C1	u
O=C(NCCS(=O)(=O)N1CCN(c2ccccc2)CC1)C(c1ccccc1)c1ccccc1	-8.2%[46 µM]
Cc1ccc(-n2ncc(C(=O)NCCN3CCC(Cc4ccccc4)CC3)c2C2CCN(C(=O)OC(C)(C)C)CC2)cc1	u
COCCn1c(C)cc(O)c(C(c2ccccc2)N2CCCCC2)c1=O (stereo not given)	17.0%[46 µM]
O=C(CSc1nccn1Cc1ccc(Cl)cc1)Nc1ccc2c(c1)OCO2	0.9%[46 µM]
CCC(=O)N1c2ccccc2CC1C(=O)NCCc1ccccc1C (stereo not given)	0.4%[46 µM]
COc1cc(C(=O)N2CCC(c3ccncc3)CC2)cc(OC)c1OC	16.2%[46 µM]
O=C(C1COc2ccccc2O1)N(Cc1cccnc1)c1nc2ccc(Cl)cc2s1 (stereo not given)	u
Cc1ccc(-n2nnnc2CNC(=O)c2ccc(F)cc2)cc1C	u
Cc1ccc(-n2c(SCC(=O)N3CCc4ccccc43)nc3c([nH]c4ccccc43)c2=O)cc1	2.9%[46 µM]
COC(=O)c1ccc(NC(=O)N2CCN(c3nnc(C)c4c(C)n(-c5ccccc5)nc34)CC2)cc1	-23.7%[46 µM]
Oc1c(C(c2cccc(Br)c2)N2CCCC2)sc2nc(-c3ccco3)nn12 (stereo not given)	-0.1%[46 µM]
O=C(Nc1cccc(-c2cn3cccnc3n2)c1)c1cc(Br)ccc1Cl	-7.0%[46 µM]
CCC(=O)N1CCCc2cc(S(=O)(=O)N3CCC(C(=O)NC4CCC(C)CC4)CC3)ccc21 (stereo not given)	2.3%[46 µM]
COc1ccc(NC(=O)COCc2cc(-c3ccc4c(c3)OCO4)on2)cc1	28.4%[46 µM]
CC(C)n1cnc(S(=O)(=O)N2CCCC(C(=O)NCc3ccccc3Cl)C2)c1 (stereo not given)	0.0%[46 µM]
O=C(CSc1nc(=O)[nH]c2c1CCCC2)Nc1ccccc1C(F)(F)F	1.7%[46 µM]
CCOc1ccccc1C(=O)Nc1ccc2c(c1)N(C)C(=O)c1ccccc1S2	u
COc1cc2ccccc2cc1C(=O)N1CCN(c2nc3c(C)cc(C)cc3s2)CC1	-6.0%[46 µM]
CCc1ccccc1NC(=O)c1ccc(F)c(S(=O)(=O)NC2CCCCCC2)c1	-0.5%[46 µM]
CCN(CC)c1nn2c(=O)c(C(=O)NCc3cccc(OC)c3OC)cnc2s1	12.7%[46 µM]
COc1cc(NC(=O)c2c(C)oc3c2C2=NCCN2C=N3)cc(OC)c1OC	-25.8%[46 µM]
Cc1ccccc1C(=O)Nc1ccc(OCc2cc(=O)n3ccccc3n2)cc1	u
O=C(NCCC1=CCCCC1)c1ccc2c(c1)N(Cc1cccc(Cl)c1)C(=O)c1ccccc1S2(=O)=O	9.6%[46 µM]
Cc1ccc(C)c(N2CCN(C(=O)CS(=O)(=O)c3cccc4nsnc34)CC2)c1	-13.3%[46 µM]
COc1ccc(N2CCN(CCCNC(=O)c3sc4ncccc4c3-n3cccc3)CC2)cc1	-21.7%[46 µM]
Next entries
SMILES	LMNA splice mod
COc1ccc(NC(=O)CN2C(=O)CCc3cc(S(=O)(=O)N4CCOCC4)ccc32)cc1Cl	u
CC(=O)c1cccc(NC(=O)C(C)n2c(=O)cc(-c3ccccc3)c3c(C)nn(C)c32)c1 (stereo not given)	u
CCOC(=O)c1c(C)oc2nc(C)nc(NCc3ccccc3Cl)c12	-4.1%[46 µM]
CCCCN(C)C(=O)C1CCC(CNS(=O)(=O)c2ccc(Cl)cc2)CC1 (stereo not given)	u
CC(C)(C)C(=O)CSc1nc2ccsc2c(=O)n1Cc1ccccc1F	9.4%[46 µM]
COC(=O)c1ccc(OCC(O)Cn2cnc3cc(C)c(C)cc32)cc1 (stereo not given)	-7.5%[46 µM]
CCOC(=O)c1cc(-c2ccccc2)n(CCC(=O)Nc2cc(C)cc(C)c2)c1C	-2.5%[46 µM]
Cc1ccc2scc(N3CCCCC3)c(=O)c2c1	u
CCOC(=O)c1ccc(NC(=O)CCS(=O)(=O)c2ccc3c(c2)oc(=O)n3C)cc1	28.6%[46 µM]
Cc1cccc(N2C(=O)CSC23C(=O)N(CC(=O)Nc2cccc(Cl)c2)c2ccccc23)c1 (stereo not given)	-23.5%[46 µM]
CCOC(=O)c1c(S(=O)(=O)N2CCC(C(=O)NCc3ccc(F)cc3)CC2)c(C)n(C)c1C	-1.8%[46 µM]
Cc1ccc(-n2ncc(C(=O)N3CCN(c4cccc(C)c4C)CC3)c2C2CCNCC2)c(C)c1	u
Cc1ccc(CNC(=O)c2cc(C)nc3c2c(C)nn3-c2ccc(C)cc2)cc1	7.9%[46 µM]
CC1=C(c2ccc(F)cc2)S(=O)(=O)N=C1N1CCC(C(=O)NCCc2ccco2)CC1	0.4%[46 µM]
COc1ccc(-c2nc(CNC(=O)NC3CCCCC3)c(C)o2)c(OC)c1	12.3%[46 µM]
CCn1ccc2c(OCC(=O)NCc3ccc(F)cc3)cccc2c1=O	-0.9%[46 µM]
Cc1c(C(=O)N(C)C)sc2c1c(=O)n(-c1ccc(F)cc1)c(=O)n2Cc1ccccc1C#N	-2.1%[46 µM]
Cc1cccc(NC(=O)CSc2nc(-c3ccccc3)cc(=O)[nH]2)c1C	-11.7%[46 µM]
CCOC(=O)c1sc2ccccc2c1S(=O)(=O)Nc1c(C)cccc1C	-21.3%[46 µM]
CCC(CC)C(=O)N1CCc2cc(OC)c(OC)cc2C1COc1ccccc1OC (stereo not given)	-8.0%[46 µM]
COc1ccc(Cc2nc3ccc(C(=O)NCCCN4CCN(C)CC4)cc3o2)cc1	-1.2%[46 µM]
CC(C)c1ccc(-c2nc(C(N)=O)c3c(n2)n(-c2ccc4c(c2)OCO4)c(=O)n3C)cc1	u
Cc1ccc(C)c(CSC2=NC(C)(C)Nc3ccccc32)c1	u
CCOCCn1c(=NC(=O)c2ccc3c(c2)OCCO3)sc2cc(OCC)ccc21	2.1%[46 µM]
CCc1ccccc1NC(=O)c1cc(S(=O)(=O)N(CC)c2ccccc2)ccc1F	-7.2%[46 µM]
CCC(=O)N1c2ccccc2CC1C(=O)NCc1cc(OC)ccc1OC (stereo not given)	u
CC(C)(C)c1ccc(C(=O)NNc2ncnc3c2cnn3-c2ccccc2)cc1	u
COc1ccccc1N1CCN(S(=O)(=O)c2ccc(-c3coc(C)n3)cc2)CC1	10.9%[46 µM]
Cc1nn(-c2ccccc2)c2c1N(CCCC(=O)NCc1ccccc1)C(=O)CS2	-25.2%[46 µM]
O=C(NCCc1ccccc1)c1cc(Nc2ccccc2)nc2ccccc12	4.4%[46 µM]
Cc1ccc(-c2nc(CCNC(=O)C(=O)Nc3ccc(C)c(C)c3)cs2)cc1	-1.5%[46 µM]
COc1ccc(OC)c(CNS(=O)(=O)c2ccc(-c3coc(C)n3)cc2)c1	-5.4%[46 µM]
Cc1nc2nc(SCC(=O)NCCc3ccc(Cl)cc3)nn2c(C)c1Cc1ccccc1Cl	-1.5%[46 µM]

3 successive records already listed, for reference:
SMILES	LMNA splice mod
CCc1ccccc1NC(=O)c1cc(S(=O)(=O)N(CC)c2ccccc2)ccc1F	-7.2%[46 µM]
CCC(=O)N1c2ccccc2CC1C(=O)NCc1cc(OC)ccc1OC (stereo not given)	u
CC(C)(C)c1ccc(C(=O)NNc2ncnc3c2cnn3-c2ccccc2)cc1	u
